# High-throughput results as filed in PubChem.
# Pf growth 48h: Primary qHTS for delayed death inhibitors of the malarial parasite plastid, 48 hour incubation; Potency, µM (doses to about 28.7 µM), for inactives: at the top dose activity change, negative = inhibition, most hits filed as inhibitors; P. falciparum luciferase growth in erythrocytes, 48 h; hit rate 5.9% among 310,000; AID 504832, 2011
#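 Luciferase-expressing parasites in RBCs, 2% Hct / 0.1% parasitemia final; RPMI 1640 + 0.5% Albumax; 37 C, 5% CO2, one generation; luminescence read-out, lower signal = inhibition.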
# Tb PYK inh: qHTS of Trypanosoma Brucei Inhibitors | pyruvate kinase (Trypanosoma brucei), Q57TT1 | TbPYK enzyme, Kinase-Glo Plus ATP luminescence, 45 min | Potency, µM (highest dose often 76.8 µM), inactives show at the top dose activity, negative = inhibition, actives largely listed as inhibitors | hit rate 0.12% among 410,000; note: nearly all actives have a fitted effect of over 50% in size
#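 Readout: single end-point luminescence (Kinase-Glo Plus, 10 min). Reaction conditions were TbPYK/substrate plus 130 uM ADP, 45 min at RT, pH 7.2 TEA buffer. No-enzyme wells served as controls, and data were normalized before concentration-response fitting.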
# Pf growth 96h: Primary qHTS for delayed death inhibitors of the malarial parasite plastid, 96 hour incubation | P. falciparum luciferase reporter growth, 96 h | Potency, µM (highest dose often 28.7 µM), for inactives: at the top dose activity change, negative = inhibition, usual class: inhibitors | hit rate 6.9% among 320,000 | AID 504834, 2011
#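 Parasite growth measured via integrated firefly luciferase reporter in P. falciparum. Infected erythrocytes at 2% hematocrit, 0.05% parasitemia final were treated 96 hours at 37 C under 5% CO2, and luminescence was read.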
# HCV inhibitor: qHTS Assay for Inhibitors of Hepatitis C Virus (HCV); Huh7.5.1 HCVcc-Cre infection, luciferase reporter, 44 h; Potency, µM (highest dose often 41.8 µM), for inactives: top-dose activity change, negative = inhibition, usual class: inhibitors; hit rate 3.4% among 340,000
#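 HCVcc-Cre virus at an moi near 0.5 was added right after compound to cells cultured 4 h from seeding (1,000 cells/well). Luciferase activity was determined 44 h later, 15 min after substrate addition at RT.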
# LmPK inhibitor: qHTS Assay for Inhibitors of Leishmania Mexicana Pyruvate Kinase (LmPK); Q27686; purified LmPK, Kinase-Glo ATP luminescence, 1 h; Potency, µM (top dose mostly 57.5 µM), for the others: at the top dose activity change, negative = inhibition, actives largely listed as inhibitors; hit rate 0.37% among 290,000; AID 1721, 2009
# Target sequence (Q27686 whole entry, looked up): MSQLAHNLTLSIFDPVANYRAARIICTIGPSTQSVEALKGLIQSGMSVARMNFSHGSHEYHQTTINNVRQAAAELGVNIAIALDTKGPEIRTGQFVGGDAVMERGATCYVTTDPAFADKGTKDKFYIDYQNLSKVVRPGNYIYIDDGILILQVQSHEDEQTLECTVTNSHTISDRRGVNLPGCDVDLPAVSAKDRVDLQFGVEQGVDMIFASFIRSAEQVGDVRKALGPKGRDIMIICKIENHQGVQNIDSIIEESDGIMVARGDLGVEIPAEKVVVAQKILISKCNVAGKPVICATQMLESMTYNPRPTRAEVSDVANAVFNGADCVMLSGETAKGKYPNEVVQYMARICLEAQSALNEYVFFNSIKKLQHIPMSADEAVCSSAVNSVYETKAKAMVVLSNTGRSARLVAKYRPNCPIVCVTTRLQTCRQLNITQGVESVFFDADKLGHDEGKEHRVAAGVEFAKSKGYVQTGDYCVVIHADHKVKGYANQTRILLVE
#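 ATP generated from ADP (0.1 mM) and PEP (0.5 mM) by 0.1 nM LmPK over 1 h at room temperature (pH 7.2 imidazole buffer) was detected by coupled luciferase luminescence. Values were normalized to uninhibited and no-enzyme wells.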
# Sm TGR inh: qHTS Assay for the Inhibitors of Schistosoma Mansoni Peroxiredoxins | purified TGR, DTNB reduction, TNB absorbance 405 nm | Potency, µM (titrated, usually from 114 µM), for the others: at the highest dose activity change, negative = inhibition, most hits filed as inhibitors | hit rate 3% among 360,000; note: nearly all actives have a fitted effect of over 60% in size
#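 TGR 20 nM + NADPH 100 uM (dispensed conc.), cpd preinc 15 min RT; start with NADPH (500 uM addition) then DTNB (15 mM addition). Kinetic TNB absorbance, 405 nm filter. Four-parameter Hill fit across titration.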
# Numbers without * were called inactive; u = inconclusive; x = not tested or not shown; [ ] = remark or other dose. Calls come from the whole dose curve; as a rule, active = well fitted curve in the direction sought with a large enough effect; inconclusive = small, poorly fitted or top-dose-only effect, or another doubt; inactive = no such curve, though single readings can be large; an effect the other way counts as inactive or inconclusive. % is set by controls: 0 for no effect and ±100 for the full control effect; potency is the fitted concentration of half-maximal effect.
SMILES,Pf growth 48h,Tb PYK inh,Pf growth 96h,HCV inhibitor,LmPK inhibitor,Sm TGR inh
COc1ccc(C(CC(=O)O)NC(=O)c2ccccc2[N+](=O)[O-])cc1 (stereo unspecified),27.4%,-8.5%,2.9%,18.6%,2.8%,-7.9%
Cc1cc(C(=O)NC2=NCCS2)cs1,x,-4.3%,14.5%,20.3%,-6.8%,0.0%
C[n+]1cccc(C(=O)Nc2ccccc2)c1,29.6%,2.0%,32.5%[activator],10.7%,4.3%,4.5%
CCC(=O)NCc1ccc2[nH]c(C)cc2c1,19.5%,2.3%,u,13.0%,-6.2%,28.2µM*
Cc1cc(=O)[nH]c(/N=C(\N)Nc2cccc3ccccc23)n1,-1.6%,-16.9%,u,-1.5%,-1.6%,0.9%
Clc1ccccc1OCc1nnc(-c2ccccc2Br)o1,40.5%[activator],7.1%,u,-8.2%,2.1%,5.8%
CC1CCCC(NC(=O)NC(=O)CCl)C1C (stereo unspecified),0.0329µM*,2.5%,10.4µM*,u,1.1%,2.82µM*
NC(=O)CC(NC(=O)c1ccccc1)c1ccc(NC2CCCCCCC2)c([N+](=O)[O-])c1 (stereo unspecified),10.3%,-8.0%,-98.5%,-20.6%,1.7%,0.0%
O=C(N/C(=C/c1ccc(Br)cc1)C(=O)N1CCOCC1)c1ccc(Br)o1,-0.8%,3.3%,2.3%,-15.9%,-2.1%,-6.1%
Cc1cc2c(cc1S(=O)(=O)N1CCN(c3cccc(C)c3C)CC1)OCC(=O)N2,-15.3%,-1.0%,u,-4.6%,-0.6%,7.2%
Cc1ccc(NC(=O)N2CCC(NC(=O)C(C)(C)C)CC2)cc1,0.0%,-25.0%,6.2%,11.7%,0.9%,11.7%
CCCNC(=O)CN(Cc1ccco1)S(=O)(=O)c1ccc(OCC)cc1,-10.8%,4.6%,-13.5%,22.9%,0.2%,0.5%
Nc1nc2n(n1)C(c1c(F)cccc1Cl)CC(c1ccc(F)cc1)N2 (stereo unspecified),-5.1%,-0.8%,38.2%[activator],u,6.0%,3.5%
Cc1ccc(S(=O)(=O)N(C)c2ccc(C(=O)N3CCC(C(N)=O)CC3)cc2)cc1,-8.1%,5.7%,29.7%,12.8%,-2.5%,14.6%
Cc1cc(C)c2c3c(sc2n1)C1(CCSCC1)C(C#N)=C(N)O3,-10.0%,0.0%,x,u,3.7%,-25.7%
Cn1cccc1CC(=O)N/N=C/c1cccc([N+](=O)[O-])c1,-8.1%,0.2%,u,-15.2%,3.9%,-33.0%
CC(=O)c1c(C(C)=O)c(C)n(-c2ccc(N)cc2)c1C,15.1%,-1.7%,u,-1.3%,0.3%,0.0%
CC(NS(=O)(=O)c1ccc(OCC(=O)NCc2cccnc2)cc1)c1ccccc1 (stereo unspecified),2.8%,3.9%,25.1%,4.0%,0.3%,-6.4%
CCc1ccc(C(=O)NNC(=O)Cn2c(=O)cnc3ccccc32)cc1,16.6%,-3.0%,-4.3%,-5.5%,x,9.0%
COC(=O)c1ccccc1Nc1cc(C)nc2nc(C)nn12,3.4%,-2.2%,7.9%,-23.7%[8.37 µM],-5.3%,-4.4%
CNC(=O)CSc1nnc(CCc2ccccc2)n1-c1ccccc1,2.1%,-2.4%,u,2.0%,1.7%,10.9%
COc1cc(C(=O)Nc2ccc3c(c2)N(C(=O)CN2CCN(C)CC2)c2ccccc2CC3)cc(OC)c1OC,13.1µM*,5.5%,u,u,1.3%,-0.2%
COc1ccc(NC(=O)c2ccc3c(=O)n(-c4ccc(OC)cc4OC)c(=S)[nH]c3c2)cc1,u,2.5%,-3.5%,u,-3.5%,-4.2%
COc1ccc(OC)c(CCNC(=O)Cn2cccc2C(=O)c2ccccc2C)c1,1.8%,3.7%,u,-26.9%,-0.5%,0.2%
CCOC(=O)C1CCCN(C(=O)c2sc3nc(C)nc(N(CC)CC)c3c2C)C1 (stereo unspecified),u,-9.6%,u,-27.9%,5.1%,1.9%
COc1cccc(C2=NOC(C(=O)NC(C)(C)C)C2)c1 (stereo unspecified),37.4%[activator],3.7%,11.1%,5.9%,-3.8%,-0.7%
Cc1ccc(S(=O)(=O)NCCC(=O)N2CCC(C)CC2)cc1,1.3%,-1.5%,-9.2%,-2.8%,x,2.8%
CCc1c(C)sc(NC(=S)N2CC(C)OC(C)C2)c1C(=O)OC (stereo unspecified),u,-7.5%,350.0%[activator],u,12.6%,4.2%
COc1ccc(CCNC(=O)C2CCCN(c3ncnc4c3nc3n4CCCCC3)C2)c(OC)c1 (stereo unspecified),u,0.0%,u,-29.0%,-5.1%,19.9%
COC(=O)CCC(=O)OC1(C)C(=O)C2=CN(CCN3CCOCC3)C(c3ccc(OC)cc3)=CC2=C(Br)C1=O (stereo unspecified),u,x,u,x,-2.1%[11.5 µM],u
COc1ccccc1NC(=O)CN1C(=O)CSC(C)C1=O (stereo unspecified),19.3%,-3.1%,u,-0.6%,-5.1%,-13.0%
O=c1cc(Cl)[nH]c(=O)n1Cc1ccccc1,x,1.5%,14.2%,27.1%,2.7%,7.2%
COCCCNC(=S)Nc1ccc(C)cc1[N+](=O)[O-],-2.7%[5.75 µM],2.8%,8.8%,-6.5%,-3.0%,44.7µM*
Cc1ccccc1OCC(=O)NC(=S)Nc1ccc(N2CCOCC2)c(Cl)c1,2.0%,-8.8%,34.9%[activator],12.1%,5.8%,-25.8%
COc1ccc(-c2nnc(SCC(=O)c3cccs3)n2-c2ccc(Cl)cc2)cc1,u,-13.3%,13.6%,u,3.4%,6.8%
O=[N+]([O-])c1ccc(CSc2ccc(S(=O)(=O)N3CCCC3)cn2)cc1,u,u,-6.2%,-11.8%,x,6.9%
CCOC(=O)CSc1nc2sc(C(=O)O)c(C)c2c(=O)[nH]1,0.1%,-10.4%,0.6%,8.4%,-1.5%,0.0%
CNc1nc(Cl)nc(Nc2ccccc2)n1,0.0%,-1.3%,u,19.3%,1.7%,5.5%
CCOc1ccc(NC(=O)c2ccc3c(c2)CCN3S(C)(=O)=O)cc1,u,2.5%,-32.7%,-24.4%,-1.0%,9.0%
O=C(OCC(=O)c1cccs1)c1ccc([N+](=O)[O-])o1,-1.3%,-1.5%,17.2%,31.3%[activator],-1.3%,u
Cc1cc(Cl)c2oc(C(=O)NC3CCC(O)CC3)c(C)c2c1 (stereo unspecified),36.1%[activator],4.8%,0.0%,14.1µM*,5.6%,-22.4%
COc1ccc(CCn2c(O)c(C=NCc3ccc4c(c3)OCO4)c(=O)[nH]c2=O)cc1OC,u,x,u,-3.5%,-0.7%,3.3%
COc1ccc(C(=O)COc2ccccc2C(=O)Nc2ccccc2)cc1,u,0.7%,-22.0%,-28.3%,1.1%,8.9%
Clc1cccc2sc(N3CCCCC3)nc12,76.6%[activator],-1.1%,x,-14.3%,-5.7%,-9.2%
CCCCn1c(O)c(/C=N/N2CCOCC2)c(=O)[nH]c1=S,42.9%[activator],2.9%,-0.2%,-4.4%,-0.1%,19.1%
CCn1cc(/C=N/NC(=O)COc2cccc3cccnc23)c2ccccc21,u,-4.3%,u,u,-0.2%,-11.4%
COc1cc2cc(Oc3ccc4ccc(=O)oc4c3)c(=O)oc2cc1OC(=O)/C=C/c1ccccc1,72.7%[activator],1.9%,74.2%[activator],19.7%,1.8%,-2.1%
Cc1cccc(NS(=O)(=O)c2cc(OCC(N)=O)c(C)cc2Cl)c1,-11.9%,-6.1%,-16.5%,-16.2%,-1.1%,4.5%
COc1cc(/C=N/NC(=O)c2ccc(-n3cccc3)cc2)ccc1O,-5.7%,-7.6%,-9.8%,u,-2.6%,-2.9%
COC(=O)C1(C(C[N+](=O)[O-])c2ccc(C)cc2)C(=O)NCC1c1ccco1 (stereo unspecified),-2.5%,-1.5%,-0.5%,23.3%,3.6%,-26.4%
CCC/C(O)=C1\C(=O)CC(C)(C)CC1=NCCO,2.3%,-13.9%,22.7%,16.3%,-0.3%,7.9%
CN(C)c1ccc(N/C=C/C(=O)c2ccccc2)cc1,-37.6%,u,x,-19.3%,5.62µM*,-15.8%
Cc1ccsc1C(=O)N1CCN(C(=O)c2ccco2)CC1,-8.2%,-1.8%,-16.2%,12.5%,x,-3.8%
O=[N+]([O-])c1ccn(-c2nc(-c3ccccc3)cc(C(F)(F)F)n2)n1,u,0.9%,u,u,-3.2%,-11.4%
CCOc1cc(CNCCc2cccc(F)c2)ccc1OC,7.9%,0.4%,u,-16.3%,-2.3%,-25.2%
O=C(O)CCCNS(=O)(=O)c1cccs1,16.8%,-0.7%,12.8%,24.6%,-4.6%,7.7%
COc1ccccc1-c1nnn(CC#N)n1,-3.2%,2.7%,-17.9%,3.9%,4.2%,-8.0%
COC(=O)COc1cccc2c(=O)n(CC(=O)Nc3ccc4c(c3)OCCO4)ccc12,0.8%,5.8%,0.6%,7.5%,5.0%,-1.3%

# A second format for part of the listing above.
SMILES	Pf growth 48h	Tb PYK inh	Pf growth 96h	HCV inhibitor	LmPK inhibitor	Sm TGR inh
COc1cc2cc(Oc3ccc4ccc(=O)oc4c3)c(=O)oc2cc1OC(=O)/C=C/c1ccccc1	72.7%[activator]	1.9%	74.2%[activator]	19.7%	1.8%	-2.1%
Cc1cccc(NS(=O)(=O)c2cc(OCC(N)=O)c(C)cc2Cl)c1	-11.9%	-6.1%	-16.5%	-16.2%	-1.1%	4.5%
COc1cc(/C=N/NC(=O)c2ccc(-n3cccc3)cc2)ccc1O	-5.7%	-7.6%	-9.8%	u	-2.6%	-2.9%
COC(=O)C1(C(C[N+](=O)[O-])c2ccc(C)cc2)C(=O)NCC1c1ccco1 (stereo unspecified)	-2.5%	-1.5%	-0.5%	23.3%	3.6%	-26.4%
CCC/C(O)=C1\C(=O)CC(C)(C)CC1=NCCO	2.3%	-13.9%	22.7%	16.3%	-0.3%	7.9%
CN(C)c1ccc(N/C=C/C(=O)c2ccccc2)cc1	-37.6%	u	x	-19.3%	5.62µM*	-15.8%
Cc1ccsc1C(=O)N1CCN(C(=O)c2ccco2)CC1	-8.2%	-1.8%	-16.2%	12.5%	x	-3.8%
O=[N+]([O-])c1ccn(-c2nc(-c3ccccc3)cc(C(F)(F)F)n2)n1	u	0.9%	u	u	-3.2%	-11.4%
CCOc1cc(CNCCc2cccc(F)c2)ccc1OC	7.9%	0.4%	u	-16.3%	-2.3%	-25.2%
O=C(O)CCCNS(=O)(=O)c1cccs1	16.8%	-0.7%	12.8%	24.6%	-4.6%	7.7%
COc1ccccc1-c1nnn(CC#N)n1	-3.2%	2.7%	-17.9%	3.9%	4.2%	-8.0%
